Compound activity (PubChem BioAssay)
ERa coact inh = ERα–SRC-1 coactivator interaction inhibitors, primary screen, biochemical, TR-FRET, ERα LBD, estradiol-bound; TR-FRET ER-alpha LBD / SRC-1 peptide; inhibition, % at 25.6 µM; hit rate 1.7% among 86,000; AID 629, 2007; in the data active = inhibition above about 50%;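 also: 0% = receptor plus peptide control and 100% = peptide only without receptor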
ERa coact pot = enhancers of ERα–SRC-1 coactivator binding, primary screen, biochemical, TR-FRET, ERα LBD, low estradiol; coactivator binding (% of control), % at 25.6 µM; hit rate 1.3% among 86,000; AID 639, 2007; Estrogen receptor (Homo sapiens), P03372; TR-FRET ERalpha-LBD/SRC-Cy5 coactivator binding, 2 h; 100 = basal binding, no effect; in the data active = activity above about 200%;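 also: binding measured in presence of low estradiol as agonist stimulus; 0% = peptide alone without receptor and 100% = receptor with peptide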
PLAP act = PLAP enzyme activators, biochemical, luminescence, HTS. Alkaline phosphatase, placental type (Homo sapiens), P05187. activation fold at 20 µM. hit rate 1.2% among 96,000. purified PLAP enzyme, luminescent substrate read-out; hits give high values. AID 696, 2007; in the data active = activation fold above about 2
Target sequence (P05187 whole entry, looked up): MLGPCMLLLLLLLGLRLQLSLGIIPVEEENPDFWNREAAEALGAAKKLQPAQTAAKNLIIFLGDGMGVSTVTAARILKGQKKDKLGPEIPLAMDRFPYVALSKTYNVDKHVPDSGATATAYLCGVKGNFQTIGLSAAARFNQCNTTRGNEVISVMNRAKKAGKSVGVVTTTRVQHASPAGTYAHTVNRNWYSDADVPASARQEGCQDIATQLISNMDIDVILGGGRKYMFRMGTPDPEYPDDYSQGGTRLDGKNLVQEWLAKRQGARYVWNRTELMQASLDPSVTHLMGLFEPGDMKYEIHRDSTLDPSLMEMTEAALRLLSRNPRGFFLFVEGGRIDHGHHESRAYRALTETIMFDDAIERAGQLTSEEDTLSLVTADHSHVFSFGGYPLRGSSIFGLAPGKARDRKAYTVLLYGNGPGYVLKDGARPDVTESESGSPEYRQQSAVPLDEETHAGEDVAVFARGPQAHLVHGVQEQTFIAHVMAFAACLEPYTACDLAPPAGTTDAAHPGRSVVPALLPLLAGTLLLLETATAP
Mac1 fbg inh = inhibitors of CD11b/CD18 adhesion to fibrinogen, primary screen, K562 cells, luminescence. Integrin beta-2 (Homo sapiens) + Integrin alpha-M (Homo sapiens), P05107+P11215. ATPlite luminescence; Mn2+ added to activate the integrin. inhibition, % at 10 µM. hit rate 0.54% among 93,000;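 active = primary inhibition of 50% or more at 10 µM, then 40% or more on retest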; also: some results filed as inactive read as strong as hits
ERb SRC1 inh = inhibitors of ERβ-SRC1 coactivator interaction, primary screen, biochemical, TR-FRET, ERβ LBD, SRC-1 peptide | Estrogen receptor beta (Homo sapiens), Q92731 | TR-FRET ER-beta LBD / SRC1-Cy5 peptide binding; receptor agonist-loaded with 1 µM estradiol | inhibition, % at 25.6 µM | hit rate 1.3% among 86,000;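 active = compounds whose percent inhibition of the receptor-coactivator binding signal exceeds about 50% in the single-dose screen, limit read from the data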;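 also: 0% = receptor plus peptide wells without compound and 100% = peptide-only wells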
Target sequence (Q92731 whole entry, looked up, the tested form may be a part): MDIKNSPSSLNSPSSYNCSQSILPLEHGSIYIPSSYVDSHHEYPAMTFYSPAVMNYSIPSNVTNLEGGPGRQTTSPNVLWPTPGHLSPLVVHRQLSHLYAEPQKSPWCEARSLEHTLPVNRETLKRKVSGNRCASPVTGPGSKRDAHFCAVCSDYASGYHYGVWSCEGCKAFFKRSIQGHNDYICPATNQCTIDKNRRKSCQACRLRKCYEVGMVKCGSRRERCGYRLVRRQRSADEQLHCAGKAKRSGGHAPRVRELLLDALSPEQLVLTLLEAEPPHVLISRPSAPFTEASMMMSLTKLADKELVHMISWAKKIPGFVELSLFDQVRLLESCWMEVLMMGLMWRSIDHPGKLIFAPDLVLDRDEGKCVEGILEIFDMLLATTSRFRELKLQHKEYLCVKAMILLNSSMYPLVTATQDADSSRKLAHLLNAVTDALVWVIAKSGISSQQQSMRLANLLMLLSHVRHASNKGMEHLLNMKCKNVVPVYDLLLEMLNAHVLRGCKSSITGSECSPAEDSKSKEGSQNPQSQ
FAK blocker = FAK kinase inhibitors, primary screen, biochemical. AID 727, 2007. Focal adhesion kinase 1 (Homo sapiens), Q05397. inhibition, %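 (tested at 7 µM)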. biochemical FAK kinase activity assay. hit rate 0.84% among 97,000; in the data active = inhibition above about 19%;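 also: 0% = DMSO and 100% = reference compound high control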
CD11b adhes enh = enhancers of CD11b/CD18 adhesion to fibrinogen, primary screen, K562 cells, luminescence; Integrin beta-2 (Homo sapiens) + Integrin alpha-M (Homo sapiens), P05107+P11215; ATPlite luminescence; activation, % at 10 µM; hit rate 0.07% among 93,000;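 active = 10 µM primary screen giving 50% or more activity, confirmed by 40% or more on retest at that dose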; also: strong numbers were not always called active; reference of the scale not given here
MT1-MMP txn act = MT1-MMP promoter reporter activation – cell-based, luciferase luminescence, primary screen; hit rate 0.16% among 86,000; HT1080 MT1-MMP promoter luciferase reporter, overnight; hits give high values; activation factor at 10 µM;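 active = activation factor of at least 2 for MT1-MMP transcription at 10 µM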
E coli WT exp = growth inhibitors of wild-type E. coli, primary screen, strain BW25113, expanded library, OD600; OD600 absorbance; growth inhibition, % at 100 µM; hit rate 0.15% among 98,000; AID 710, 2007;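 active = growth inhibition above about 50% at one test dose, limit read from the data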;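 also: growth measured after 20 h incubation at 37 °C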
An asterisk follows results filed as active; · = not tested or not shown; [ ] = another dose, or the depositor's remark.

SMILES	ERa coact inh	ERa coact pot	PLAP act	Mac1 fbg inh	ERb SRC1 inh	FAK blocker	CD11b adhes enh	MT1-MMP txn act	E coli WT exp
Cc1cc(C)c(S(=O)(=O)N(CC(=O)N2CCCC2)C2CCCCC2)c(C)c1	4	99	1.6	1	14	5	-4	1.1	4
COc1cc2c(C(=O)N3CCN(C)CC3)c(C)oc2cc1Br	-7	127	1.2	-16	-4	1	-5	1.2	9
O=C1OCCC1Sc1nnc(-c2cccc(Br)c2)o1 (stereo unspecified)	2	111[fluorescence artefact?]	0.9	-24	-6	0	1	1.2	3
COc1ccc(N2CCN(C(=O)c3ccc(CS(=O)(=O)c4ccc(OC)cc4)o3)CC2)cc1	-3	115	1.5	-3	-1[fluorescence artefact?]	3	7	1	1
CC(C)(C)c1nc2scc(-c3cccs3)c2c(=O)o1	-7	94	1.1	-10	11	0	-3	1.3	4
Cc1onc(-c2ccccc2)c1-c1n[nH]c(=S)n1-c1ccc(C(=O)O)cc1	-5	95	0.9	-14	0	-2	-4	1.2	4
CCCCOc1ccc(S(N)(=O)=O)cc1	10	86	1	-14	12	2	-2	0.8	13
CC(C)(C)CNC(CO)C12CC3CC(CC(C3)C1)C2 (stereo unspecified)	-6	106	1.1	9	-6	-3	5	1.1	3
Cc1nnc(C)n1/N=C/c1cc(Br)cc(Br)c1O	-1[fluorescence artefact?]	104	1	-18	8[fluorescence artefact?]	0	-1	1	51*
C=CCn1c(SCC(=O)c2ccccc2)nnc1-c1cc2ccccc2o1	-3	158	1.4	-2	-12[fluorescence artefact?]	·	0	1	-15
O=C(O)C1CC(=O)N(c2ccc(OCc3ccc(Cl)cc3Cl)cc2)C1 (stereo unspecified)	-5	76	1.7	1	-10	-4	-3	1	-17
CC1(C)Cc2c(C#N)c(OCC(=O)c3ccc(Cl)cc3)nc(-c3ccoc3)c2CO1	-13	127[fluorescence artefact?]	0.9	50	-7	-2	-2	1	-11
Fc1ccc(C(c2nnnn2C2CCCC2)N(Cc2ccco2)CC2CCCO2)cc1 (stereo unspecified)	-4	96	1.5	13	-8	0	-12	·	-1
CC1OC2C(OC1C)N(S(C)(=O)=O)CCN2S(C)(=O)=O (stereo unspecified)	1[fluorescence artefact?]	126	1.4	4	-4	2	-2	1.3	2
CCOc1ccc(N(CC(=O)NCc2ccco2)S(=O)(=O)c2ccc(OC)c(OC)c2)cc1	20	77	0.9	1	26[fluorescence artefact?]	0	-5	1.1	-4
CCOC(=O)N1CCC(NCCNC(=O)c2cccs2)CC1	20	98	1	-6	6	0	-4	1.1	9
COc1ccc(Oc2nc(-c3ccccc3)ncc2S(=O)(=O)c2ccccc2)cc1	·	·	1.1	4	·	-4	6	·	-5
CCCn1nc(CC(=O)O)c2ccccc2c1=O	6	87	0.9	-16	9	-3	4	1.1	0
Cc1ccc(CN(CC(=O)N/N=C/c2ccco2)S(=O)(=O)c2ccc(C)cc2)cc1	·	·	1.3	4	·	-2	1	·	-14
O=C(CN1CCN(c2nc(-c3ccccc3)cs2)CC1)Nc1ccc2c(c1)OCO2	-3	93[fluorescence artefact?]	1	-8	-2	1	5	1.1	1

In the list so far, these have a halogen:
SMILES	ERa coact inh	ERa coact pot	PLAP act	Mac1 fbg inh	ERb SRC1 inh	FAK blocker	CD11b adhes enh	MT1-MMP txn act	E coli WT exp
COc1cc2c(C(=O)N3CCN(C)CC3)c(C)oc2cc1Br	-7	127	1.2	-16	-4	1	-5	1.2	9
O=C1OCCC1Sc1nnc(-c2cccc(Br)c2)o1 (stereo unspecified)	2	111[fluorescence artefact?]	0.9	-24	-6	0	1	1.2	3
Cc1nnc(C)n1/N=C/c1cc(Br)cc(Br)c1O	-1[fluorescence artefact?]	104	1	-18	8[fluorescence artefact?]	0	-1	1	51*
O=C(O)C1CC(=O)N(c2ccc(OCc3ccc(Cl)cc3Cl)cc2)C1 (stereo unspecified)	-5	76	1.7	1	-10	-4	-3	1	-17
CC1(C)Cc2c(C#N)c(OCC(=O)c3ccc(Cl)cc3)nc(-c3ccoc3)c2CO1	-13	127[fluorescence artefact?]	0.9	50	-7	-2	-2	1	-11
Fc1ccc(C(c2nnnn2C2CCCC2)N(Cc2ccco2)CC2CCCO2)cc1 (stereo unspecified)	-4	96	1.5	13	-8	0	-12	·	-1

Next compounds follow.
SMILES	ERa coact inh	ERa coact pot	PLAP act	Mac1 fbg inh	ERb SRC1 inh	FAK blocker	CD11b adhes enh	MT1-MMP txn act	E coli WT exp
CCCCNC(=O)C(C#N)c1nc2ccccc2nc1N1CCCC1 (stereo unspecified)	-6	98	0.9	-51	5	·	73	1	-1
c1cc(CNc2ccc(N3CCOCC3)cc2)ccn1	17	90[fluorescence artefact?]	0.9	-18	26	4	0	1.2	0
Cc1cccc2c1NC(C)CC2C (stereo unspecified)	-13	115	1.1	-10	-6	0	-1	1.2	10
COc1ccc(C2C(C(=O)O)CC(=O)N2c2ccc(OC)cc2)cc1 (stereo unspecified)	4[fluorescence artefact?]	92	1	-7	3[fluorescence artefact?]	0	-4	1.2	-9
COC(=O)c1c(NC(=O)c2c(C)noc2C)sc2c1CCCCCC2	3[fluorescence artefact?]	128	1	0	-3	-1	8	1.2	-11
CC(CC(C)C(=O)Nc1ccccc1C(C)(C)C)C(=O)O (stereo unspecified)	11	111[fluorescence artefact?]	·	·	18[fluorescence artefact?]	0	·	1.2	·
O=C(Cn1nnc2c(sc3nc4c(c(-c5ccccc5)c32)CCC4)c1=O)c1ccccc1	·	·	1.4	47	·	0	7	·	-2
CCCS(=O)(=O)N1CCC(C(=O)NCCc2ccc(OC)c(OC)c2)CC1	-5	129[fluorescence artefact?]	1.2	9	-10	-2	-7	1.2	-8
Cc1cc(NC(=O)CSCc2nc(-c3cccc(Cl)c3)oc2C)no1	-4[fluorescence artefact?]	108[fluorescence artefact?]	·	·	15[fluorescence artefact?]	·	·	1.2	·
CCC(Sc1nc(C)cc(C)n1)C(=O)Nc1ccc(Cl)cn1 (stereo unspecified)	-4	113	·	·	-6	-1	·	2*	·
CC1=NN(C(N)=S)C(=O)C1N=Nc1ccc(C)cc1C (stereo unspecified)	·	·	1	-22	·	-3	-6	·	0
CCOC(=O)C1=C(N)OC2=C(C(=O)CCC2)C1c1ccco1 (stereo unspecified)	7[fluorescence artefact?]	137	0.9	7	4[fluorescence artefact?]	-1	1	1.1	-10
Cn1ncc(C#N)c1/N=C/N(Cc1ccccc1)Cc1ccccc1	19	105	0.8	10	17[fluorescence artefact?]	6	3	1.1	-4
O=c1c(-c2ccccc2)c(O)c2cccc3c2n1CCC3	·	·	1.1	2	·	0	1	1.1	0
CCn1c(COc2cccc3ccccc23)nnc1SCC(N)=O	-170[fluorescence artefact?]	106	1	-44	-6	2	7	1	2
O=C(c1noc2c1CCCC2)N1CCCCC1	·	·	0.9	-17	·	·	-2	1.1	-1
C=C1C(C(=O)N2CCN(C)CC2)C1C(=O)N1CCN(C)CC1 (stereo unspecified)	-1	93	1.1	-24	-1	1	-3	1.1	-3
Cc1cccn2c(=O)c(C=Nc3ccc(Cl)cc3)c(NCCO)nc12	9	80	·	·	-4	6	·	1.1	5
CCC(=O)N1c2ccc(S(=O)(=O)CCC(=O)NCCC3=CCCCC3)cc2CC1C (stereo unspecified)	3[fluorescence artefact?]	113	1.2	·	-1[fluorescence artefact?]	-5	·	1.1	5
O=C(CSc1nc(O)c(C2CCCCC2)c(=O)[nH]1)Nc1ccc(Cl)cc1	·	·	1.1	-7	·	·	-1	0.9	1
CCC1(C)Cc2c(sc3nc(SC)nc(NCCN(C)C)c23)CO1 (stereo unspecified)	·	·	1.4	-36	·	-5	2	·	1
Cc1ccccc1-n1nc2c(c1NC(=O)c1cc3ccccc3oc1=O)CS(=O)C2 (stereo unspecified)	10	120	0.9	-1	-8[fluorescence artefact?]	4	-1	1.4	-6
CC(C)C(=O)N(c1ccc2oc(=O)sc2c1)S(=O)(=O)c1ccccc1	-3	107	0.9	-8	-4	0	-1	1.3	0
O=c1c2c3c(sc2nc2n1CCCC2)CCCCC3	7[fluorescence artefact?]	105	1.1	-1	-5[fluorescence artefact?]	0	0	1.7	-5
Cc1cc(C)nc(NC(=O)CCCC(=O)O)c1	-6	114	1	·	-8[fluorescence artefact?]	3	·	1.2	0
O=S(=O)(Nc1ccc2c(c1)OCCO2)c1cccc2nsnc12	-4	91	0.9	-7	-4	0	-4	·	16
CCCn1c(/N=C/c2ccccc2O)nc2ccccc21	1	95	1.1	·	1	4	·	1	5
CCOC(=O)N1CCN(C(=O)CN(Cc2ccccc2)S(C)(=O)=O)CC1	3	110	1.2	-15	-7	1	-1	1.2	3
Cc1ccc(/C=C/C2=NN(Cc3ccccc3Cl)C(=O)CC2)cc1	11	94	1.4	2	2	1	6	1.3	-9
O=C(NC1CCCCC1)NC1CCN(CC(=O)N2CCOCC2)CC1	2	126	1.1	-4	5	0	1	1.1	6
Cc1ccc(-n2c(C)cc(/C([O-])=C(/C(=S)Nc3ccc(F)c(Cl)c3)[n+]3ccccc3)c2C)cc1	·	·	1.6	55	·	2	-2	·	-4
O=C(CN1C(=O)NC2(CCc3ccccc32)C1=O)c1ccc2c(c1)OCCO2 (stereo unspecified)	2	99	1.1	8	4	·	-2	1.3	4
C=CCOC(=O)C1=C(C)NC(=O)NC1c1ccc(OC(=O)c2ccco2)c(OC)c1 (stereo unspecified)	-1	114	0.9	-6	-8	12	-1	1.1	9
CCOC(=O)c1ccccc1NC(=O)CSc1cccc[n+]1[O-]	-5	106	1.2	·	-11	0	·	1.1	3
Cn1c(SCC(=O)N2CCOCC2)nc2sc3c(c2c1=O)CCCC3	5	111	1.3	-11	-6	5	-1	1.1	-6
Cc1cc(Nc2ccc(Cl)cc2)n(-c2cccc(Cl)c2)n1	-5	81	·	40	1	-1	-1	1.3	1
C=C(C)CSc1nnc2[nH]c(=O)cc(N)n12	-3	91	·	·	19	7	·	1.1	·
COc1cc(NS(C)(=O)=O)c(OC)cc1NC(=O)c1cccc(F)c1	2	105	0.8	-18	6	0	-1	1.1	8
CC1CCc2cc(F)cc3c(O)c(C(=O)NCC4CCCO4)c(=O)n1c23 (stereo unspecified)	1	91	1.8	14	3	0	-1	·	13
Cc1ccc(N2CC(C(=O)OCc3ccccc3)CC2=O)cc1 (stereo unspecified)	-5	98	0.9	20	-8	-3	6	1.1	2
Cc1nc(-c2ccccc2)sc1C(N)=O	-11	94	0.8	-19	-15	4	-6	1.2	2
O=C(NCc1ccccc1)C12CN(Cc3ccccc3)CC1C(c1ccc([N+](=O)[O-])cc1)=NO2 (stereo unspecified)	·	·	1	-8	·	-5	-6	·	-10
C#CCN(C#N)c1nc(NCC)nc(NC(C)C)n1	-35	110[fluorescence artefact?]	0.7	-41	-19	2	7	1.2	2
CCCS(=O)(=O)c1c(S(=O)(=O)CCC)c2ccccn2c1C(=O)OC	-5	77	1.3	-12	15	-2	-5	·	2
COCCNC(=O)C(OC(=O)c1cc2oc(C)cc2n1C)C(C)C (stereo unspecified)	-6	90	1.2	·	-5	-1	·	1.1	0
Cn1c(=O)c2c(nc(NCc3ccc4c(c3)OCO4)n2Cc2ccccc2F)n(C)c1=O	1[fluorescence artefact?]	100	0.9	5	4[fluorescence artefact?]	-2	9	1	-9
CCC(C)NC(=O)CCS(=O)(=O)c1ccc2c(c1)n(C)c(=O)c(=O)n2C (stereo unspecified)	-1	98	1.1	-6	7	·	0	1.1	1
